Bioassay records: PubChem BioAssay, Sanford-Burnham Center for Chemical Genomics
Gli-Sufu block: antagonists of Gli-Sufu signaling. Sufu-KO-LIGHT fibroblasts, Gli luciferase reporter luminescence. inhibition, % at 5 µM. 0.74% of 340,000 active;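 active = inhibition above about 55%, limit read from the data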;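 also: 0% = DMSO-treated cells and 100% = wells with medium but no cells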
EBI2 block: antagonists of human EBI2 receptor. inhibition, % at 5 µM. P32249. 0.81% of 360,000 active. AID 651636. EBI2 beta-arrestin recruitment, luminescence, 7a,25-OHC stimulated; in the data active = inhibition above about 38%;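 also: enzyme fragment complementation signal reports receptor beta-arrestin coupling in cells; 0% = agonist plus DMSO wells and 100% = wells without agonist; some results beyond the cut were filed as inactive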
Target sequence (P32249 whole entry, looked up, the tested form may be a part): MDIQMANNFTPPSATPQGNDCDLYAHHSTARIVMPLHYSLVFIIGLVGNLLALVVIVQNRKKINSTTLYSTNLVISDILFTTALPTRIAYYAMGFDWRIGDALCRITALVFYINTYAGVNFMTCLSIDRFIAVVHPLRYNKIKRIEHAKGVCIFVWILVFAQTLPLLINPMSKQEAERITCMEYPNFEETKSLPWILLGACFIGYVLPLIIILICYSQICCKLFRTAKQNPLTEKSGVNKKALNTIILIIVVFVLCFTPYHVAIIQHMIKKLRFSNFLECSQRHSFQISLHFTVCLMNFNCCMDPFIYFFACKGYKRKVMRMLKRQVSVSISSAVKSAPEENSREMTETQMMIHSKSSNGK
ATG4B inh: ATG4B (human) cysteine protease inhibition. 0.51% of 340,000 active. inhibition, % at 8.33 µM. ATG4B cleavage of LC3-PLA2, NBD-HPC fluorescence, 1 h. AID 504462; in the data active = inhibition above about 40%
Target sequence (Q9Y4P1 whole entry, looked up): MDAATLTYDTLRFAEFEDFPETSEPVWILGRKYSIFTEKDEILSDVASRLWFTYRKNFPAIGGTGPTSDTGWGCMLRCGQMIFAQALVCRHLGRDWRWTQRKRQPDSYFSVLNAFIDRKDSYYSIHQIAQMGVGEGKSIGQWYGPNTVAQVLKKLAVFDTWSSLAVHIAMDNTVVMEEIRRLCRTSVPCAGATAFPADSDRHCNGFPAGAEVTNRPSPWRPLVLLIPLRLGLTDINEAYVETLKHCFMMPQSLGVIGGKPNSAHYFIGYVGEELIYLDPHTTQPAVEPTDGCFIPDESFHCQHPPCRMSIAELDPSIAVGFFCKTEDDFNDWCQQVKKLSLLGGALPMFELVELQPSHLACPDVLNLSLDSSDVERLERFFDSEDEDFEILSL
APJ antag: blocks the human apelin receptor APJ; CHO-K1 APJ beta-arrestin complementation, luminescence; AID 2521; P35414; inhibition, % at 20 µM; 0.32% of 330,000 active;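 active = inhibition above about 40% at 20 µM, limit read from the data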;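 also: cells challenged with 10 nM apelin-13 agonist together with compound; plate controls were apelin-13 plus DMSO wells for no effect and DMSO wells lacking apelin-13 for full effect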
UBC13 inh: human UBC13 polyubiquitination inhibition | P61088 | 0.47% of 330,000 active | inhibition, % at 20 µM | UBC13 polyubiquitin chain formation, TR-FRET; in the data active = inhibition above about 45%, passing the limit was not always enough
Target sequence (P61088 whole entry, looked up): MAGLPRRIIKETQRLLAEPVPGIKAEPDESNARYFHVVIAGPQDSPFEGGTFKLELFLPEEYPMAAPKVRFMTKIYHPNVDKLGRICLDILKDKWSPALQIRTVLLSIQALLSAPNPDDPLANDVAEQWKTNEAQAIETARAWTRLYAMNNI
CXCR6 inh: inhibitors of human CXCR6 receptor; inhibition, % at 20 µM; CHO-K1 PathHunter CXCR6 beta-arrestin, luminescence; 0.36% of 360,000 active; in the data active = inhibition above about 34%, passing the limit was not always enough;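 also: antagonist mode with CXCL16 agonist at 10 nM final; 0% = 10 nM CXCL16 with DMSO and 100% = unstimulated wells without agonist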
CCR6 antag: CCR6 (human) receptor antagonism | P51684 | CHO-K1 CCR6 PathHunter beta-arrestin, luminescence, CCL20-stimulated | inhibition, % at 20 µM | 0.49% of 340,000 active;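 active = compounds whose inhibition of the agonist-driven luminescence signal at 20 µM reaches about 50%, limit read from the data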;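 also: cells stimulated with CCL20 at 14 nM final; plate controls were DMSO with CCL20 for no effect and DMSO without agonist for full effect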
APJ ag: APJ receptor agonism | P35414 | CHO-K1 APJ PathHunter beta-arrestin, luminescence; 0% DMSO wells, 100% apelin | activation, % at 20 µM | 0.11% of 330,000 active;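 active = activation more than six SD over the plate average, tested at 20 µM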;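 also: 0% = DMSO alone and 100% = apelin-13 at 10 nM; some results filed as inactive read as strong as hits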
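Incubation: overnight seeding, 90 min compound at 25 °C, 1 h detection; test system: PathHunter CHO-K1 APJ (AGTRL-1) beta-arrestin reporter cells; amount: 1000 cells/well; doses: one dose, 20 µM compound, 1% DMSO; measured by: beta-gal luminescence; measure: agonist-driven arrestin binding to APJ; benchmarks: negative DMSO alone, positive Apelin-13 at 10 nM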
Starred values were filed as active, the others as inactive; . = not tested or not shown.

compound,Gli-Sufu block,EBI2 block,ATG4B inh,APJ antag,UBC13 inh,CXCR6 inh,CCR6 antag,APJ ag
CC(C)NS(=O)(=O)c1ccc(NC(=O)C2CC3C=CC2C3)cc1 (configuration not stated),-2.1,1.5,3.2,-5.0,2.1,-4.9,3.7,-3.5
CCOC(=O)C1(Cc2ccccc2)CCN(CC2CC=CCC2)CC1 (configuration not stated),9.2,4.5,-1.4,5.7,-6.5,-2.7,15.1,-3.6
CCOC(=O)CCC(=O)c1c(C)oc2ccc(OC)cc12,7.5,-9.6,-7.1,3.9,2.4,1.3,-6.6,0.9
Cc1cccc(C(=O)NC2CCCCCCC2)c1,-58.0,-3.7,1.6,8.5,10.0,3.2,4.1,-3.6
O=C(CSc1cccc2cccnc12)NCc1ccco1,-2.8,-4.7,0.7,3.8,6.6,3.1,-12.3,-2.9
CCOc1ccc2[nH]c(=O)c(CN(CCO)C(=O)c3ccc(F)cc3)cc2c1,-4.6,0.8,-1.4,14.5,6.4,-5.7,-4.4,-3.2
CN1C(=O)c2ccc(Oc3ccccc3)cc2C1=O,-2.0,8.3,1.8,13.6,4.6,0.8,2.4,-2.3
COC(=O)c1cccc(NC(=O)CSc2nncn2-c2ccccn2)c1,-15.3,-12.7,7.0,6.1,0.8,7.9,11.1,-2.2
OCc1csc(=Nc2ccccc2)n1-c1ccccc1,-2.4,-13.5,7.8,5.3,0.0,-1.8,6.5,4.8
CCCC(=O)Nc1nc2ccc(S(N)(=O)=O)cc2s1,-6.8,-1.9,1.8,4.6,1.3,-10.3,3.6,-0.4
CCC1(C)OC(=O)N2CCc3c(C)[nH]c4c(C)ccc(c34)C21C (configuration not stated),-4.6,8.4,-5.6,21.6,4.4,12.4,13.8,-3.2
CC1COC(=O)C(NNc2ccc(Cl)c(Cl)c2)=N1 (configuration not stated),-3.9,8.3,-6.7,-1.8,-2.5,0.0,13.8,0.4
CC(C)CC(NC(N)=O)C(=O)Nc1ccc(Oc2ccccc2)cc1 (configuration not stated),-13.0,3.4,-8.5,-6.9,1.1,-10.5,2.2,-0.6
O=C1CSC(c2cn(-c3ccccc3)nc2-c2cc3ccccc3oc2=O)N1Cc1cccnc1 (configuration not stated),4.5,9.5,-11.9,10.3,5.3,3.6,-3.6,-4.3
COc1ccc(C(=O)N[C@H](C(=O)OCn2nnc3ccccc3c2=O)C(C)C)cc1,-1.0,-2.7,8.7,20.6,3.6,-8.4,7.4,10.7
COc1ccccc1N(CC(=O)Nc1ccccc1C(=O)N1CCOCC1)S(C)(=O)=O,-1.0,6.6,0.4,7.4,2.6,-2.2,6.1,-3.6
CCCCN1C(=S)SC(C)(C)C1/[N+]([O-])=C/c1cccnc1 (configuration not stated),-7.4,6.0,-13.2,-2.2,-1.3,-6.2,14.1,-3.6
C=C(C(=O)Oc1c(C(C)(C)C)cccc1C(C)(C)C)c1ccccc1,-5.1,-9.2,2.6,-10.7,2.4,-5.0,28.9,-5.2
CCC(=O)N(CCC(Cc1ccccc1)c1ccc2c(c1)OCO2)Cc1ccccc1F (configuration not stated),14.8,41.0,9.7,2.4,6.5,16.2,36.3,0.2
COc1cccc(NC(=O)Nc2cc(C(=O)O)ccc2C)c1,1.4,-4.3,4.2,-5.8,-2.2,0.2,-5.5,-0.1
COc1cccc2c(N/N=C/c3ccco3)cc(C)nc12,-9.0,-3.7,-6.7,-11.2,-3.8,1.1,12.6,-1.6
COc1ccc(Cl)cc1C(=O)NNC(=O)CNC(=O)c1ccc(C)s1,7.0,4.3,-7.2,5.1,-9.4,-0.4,2.2,-3.4
CCOC(=O)C1=C(COC(=O)CSc2ccc(Br)cc2)NC(=O)NC1C (configuration not stated),-6.3,-0.3,-7.8,1.8,-0.1,-0.2,1.8,-2.7
CCCc1nc(SCC(=O)Nc2nccs2)c2ccccc2n1,-3.6,-1.4,-5.9,14.9,9.4,-1.8,13.1,2.1
CCOc1ccc(C(=O)NC2CCN(C(=O)N3CCCC3)CC2)cc1,6.7,-0.8,0.8,-16.5,-1.4,2.9,-9.1,-1.3

Random excerpt: two compounds from above.
compound,Gli-Sufu block,EBI2 block,ATG4B inh,APJ antag,UBC13 inh,CXCR6 inh,CCR6 antag,APJ ag
CCOc1ccc(C(=O)NC2CCN(C(=O)N3CCCC3)CC2)cc1,6.7,-0.8,0.8,-16.5,-1.4,2.9,-9.1,-1.3
O=C(CSc1cccc2cccnc12)NCc1ccco1,-2.8,-4.7,0.7,3.8,6.6,3.1,-12.3,-2.9

(more compounds)
compound,Gli-Sufu block,EBI2 block,ATG4B inh,APJ antag,UBC13 inh,CXCR6 inh,CCR6 antag,APJ ag
COc1ccc2c(Cl)c(C(=O)N/N=C/c3ccc4c(c3)OCO4)sc2c1,-2.3,3.3,-5.5,-17.0,-5.9,0.6,0.2,-0.1
[O-][n+]1c2ccccc2c2n1CCN=C2c1ccc(Cl)cc1,-4.4,2.8,-2.6,-5.2,-5.6,-5.0,0.3,2.4
Cc1ccccc1NC(=S)NC(=O)CCc1ccccc1,3.3,8.6,2.9,21.6,10.9,-2.8,-9.2,-2.3
CCOc1ccc(N2C(=O)CC(N3CCN(C4CCc5ccccc5C4)CC3)C2=O)cc1 (configuration not stated),-6.3,13.1,-12.6,7.4,2.1,8.0,11.2,-4.1
COc1ccc(NC(=O)COC(=O)c2ccc(OC)c(S(=O)(=O)N3CCCC3)c2)cc1OC,2.3,6.3,-9.2,-25.2,3.0,-1.1,3.2,0.5
O=C(Nc1ccccc1)C1CC(=O)N(Cc2ccccc2)C1 (configuration not stated),4.8,-0.9,-6.7,4.1,-0.6,4.3,-10.4,-5.6
O=C(CCS(=O)(=O)c1cc(Br)cc2c1N(C(=O)C1CC1)CC2)NCc1ccco1,2.3,-0.2,-4.5,.,.,3.2,10.6,.
Cc1ccccc1-c1cc(C(=O)O)nn1CC1CC(c2cccc([N+](=O)[O-])c2)=NO1 (configuration not stated),-9.4,8.0,-0.6,-3.0,-10.7,5.1,-2.8,-3.5
COc1ccc(C(=O)OCc2c(-c3ccccc3)ncc3ccccc23)cc1,2.9,10.0,14.8,4.3,13.3,12.7,24.3,-5.2
CC(C)c1ccc(NC(=O)c2cccnc2)cc1,-41.3,-10.7,10.3,-6.1,-4.4,5.7,0.2,5.5
Cn1c(C(=O)N2CCOCC2)cc2c(=O)n3ccccc3nc21,-7.1,-10.7,6.0,7.5,12.4,-2.4,-5.2,0.6
Cc1cc(NC(=O)c2cccc3ccccc23)cc(C)c1OCC(=O)N1CCOCC1,-70.5,4.1,-8.2,3.2,2.5,-10.1,16.2,-0.5
Cc1oc(/C=N/NC(=O)CN(c2ccccc2Br)S(C)(=O)=O)cc1Br,8.7,11.3,-10.9,5.1,2.9,10.3,-15.9,-2.2
O=C(c1cccnc1Cl)N1CCOCC1,-2.6,4.9,3.4,-13.9,3.5,-1.1,-14.3,-2.0
O=C(NCCc1nnc2ccc(NCCCN3CCOCC3)nn12)c1ccccc1F,-6.2,-9.0,-2.3,11.1,4.9,4.3,-0.9,-2.1
COc1cc(/C=N/NC(=O)c2cccc(C(=O)N/N=C/c3ccc(O)c(OC)c3)n2)ccc1O,4.0,12.4,-8.3,-9.8,13.6,8.9,-2.5,-3.9
O=C(O)CCCC(=O)Nc1ccc(Cl)c(Cl)c1,0.1,9.1,10.4,-2.2,-2.2,3.1,-2.1,-0.8
COc1ccc(-c2cn3ccccc3n2)cc1,-77.6,-4.4,-10.3,-6.5,12.2,-1.7,-22.4,-3.2
CCC(O)(CC)C(=O)N/N=C/c1cc(Br)cc(Br)c1O,6.4,63.6*,9.2,8.3,3.2,14.2,22.9,-8.4
O=S(=O)(Oc1ccccc1/C=N/n1cnnc1)c1ccccc1,-11.7,-11.1,2.4,12.3,-17.1,-1.2,1.2,-1.5
Nn1c(SCc2cccc(Br)c2)nnc1-c1cccnc1,0.4,-14.1,-11.0,-4.1,1.7,-2.2,4.4,-0.2
COc1ccccc1Oc1ccc(S(=O)(=O)N2CCN(C)CC2)cc1,1.6,-7.6,-1.4,12.8,-6.4,-5.0,4.8,-2.8
O=C(NCCCc1ccccc1)C1CCC(CNc2c(N3CCCCC3)c(=O)c2=O)CC1 (configuration not stated),26.2,-10.2,17.9,14.5,-2.5,7.8,7.0,-3.8
S=C(Nc1cccc(Cl)c1)N1CCN(c2ccccn2)CC1,3.1,-19.3,-4.7,-1.5,-8.0,-7.7,3.6,-1.9
O=C(OCc1cc(Cl)cc2c1OCOC2)c1cccnc1Cl,8.8,-4.8,0.5,12.2,4.3,7.0,8.1,-5.6

Single entries from the results shown:
In APJ antag, CC(C)c1ccc(NC(=O)c2cccnc2)cc1 shows -6.1
In CCR6 antag, Nn1c(SCc2cccc(Br)c2)nnc1-c1cccnc1 shows 4.4
In CXCR6 inh, O=C(CCS(=O)(=O)c1cc(Br)cc2c1N(C(=O)C1CC1)CC2)NCc1ccco1 shows 3.2

(list continues)
compound,Gli-Sufu block,EBI2 block,ATG4B inh,APJ antag,UBC13 inh,CXCR6 inh,CCR6 antag,APJ ag
COc1cc(/C=C2\CCCc3c2nc2ccccc2c3C(=O)O)cc([N+](=O)[O-])c1O,9.3,-1.2,1.7,22.6,-54.5,21.5,33.8,-6.9
CC(=O)c1ccc2c(c1)CC(C)C(=O)N2C (configuration not stated),4.2,-14.5,-1.9,10.6,0.0,-3.2,5.1,-3.4
CC(C)(c1cc(Cl)c(O)c(CN2CCOCC2)c1)c1cc(Cl)c(O)c(CN2CCOCC2)c1,5.3,12.0,-0.9,.,.,7.3,10.8,.
O=C(Cc1c(F)cccc1Cl)NNC(=O)c1ccco1,28.7,4.2,7.4,14.6,10.6,-1.2,-0.8,-4.3
CC(C)Cc1ccccc1S(N)(=O)=O,-6.2,3.7,-6.0,-52.3,-6.9,-2.4,-1.2,10.2
CC(=O)Nc1ccc(NC(=O)CN(C)S(=O)(=O)c2ccc3c(c2)CCC(=O)N3)cc1,4.5,-14.0,5.4,22.0,-2.0,-0.7,14.5,-0.8
C/C(CC(=O)Nc1ccc(N(C)C)cc1)=N\NC(=O)c1ccc([N+](=O)[O-])cc1Cl,-5.2,-1.6,-17.9,-1.1,-17.3,-5.1,-4.8,3.2
Cc1coc(C)c1C(=O)Nc1ccc2ccccc2c1,-46.8,3.7,-6.3,-12.4,3.0,2.1,3.5,-4.9
Oc1ccc(/C=N/n2c(-c3ccccc3)n[nH]c2=S)cc1Br,3.5,1.3,7.0,1.2,-14.6,16.8,3.8,1.7
O=c1cc(-c2ccc([N+](=O)[O-])cc2)nc2cc(-c3ccc(F)cc3)[nH]n12,-8.8,-1.2,-7.1,4.5,-13.0,12.5,37.6,-0.3
COc1ccc2oc(=O)c(C(=O)NCc3ccccc3)cc2c1,-0.4,-6.2,-5.8,-4.1,10.6,12.2,1.7,-2.1
CC(C)C(NC(=O)c1ccco1)C(=O)NCc1ccc(C(=O)O)cc1 (configuration not stated),-1.8,-1.9,0.5,-5.2,-3.9,1.4,14.1,-0.4
O=C(COc1ccc(F)cc1Cl)Nc1nc(-c2ccccn2)cs1,.,-3.9,.,7.9,0.1,46.3*,.,-3.0
CC(=NCCCn1ccnc1)c1c(O)n(Cc2ccccc2)c(=O)[nH]c1=O,5.2,-7.8,-9.8,-1.6,9.8,3.3,-10.9,-4.7
Cc1ccc(CN2CCC(n3nccc3NC(=O)CCOc3ccccc3)CC2)cc1C,29.1,-6.7,8.8,12.6,4.9,-2.2,7.2,-2.8
CC(C)CCOP(=O)(c1ccc(N(C)C)cc1)C(Nc1ccccc1)c1ccc(N(C)C)cc1 (configuration not stated),1.1,11.3,-15.2,3.6,-13.6,20.4,10.0,-2.1
